Screens (PubChem BioAssay)
Cy5 interf NS3h: Cy5 fluorescence interference, HCV helicase counter-screen. actives 6% (n = 16,000). fluorescence interference ratio at 100 µM. AID 720488. Cy5-dT15 DNA with NS3h; actives lie on both sides; signal over control mean, under 1 quenches;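 active = compound fluorescence over control fluorescence at most 0.8, a quencher, or at least a set upper limit, an enhancer; inactive = ratio between 0.8 and the set upper limit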
NS3h inh CB: hepatitis C NS3 helicase inhibition, primary screen. NS3h Cy5-dT15 DNA binding, fluorescence polarization. inhibition, % at 100 µM. actives 1.6% (n = 16,000);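 active = inhibition above the average over every tested compound plus 3 SD, cut at about 40% in these data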
* = called active by the depositor. The order is random (roughly 7% active in at least one column).

SMILES	Cy5 interf NS3h	NS3h inh CB
CC1=C(C(=O)OCc2ccccc2)C(c2ccc(O)cc2)NC(=O)N1 (centres undefined)	0.97	3
CC(C)Cn1ccc(=O)n(CC(C)C)c1=O	0.99	-1
COc1ccccc1N1CCN(C(=O)CN(c2cc(Cl)ccc2OC)S(=O)(=O)c2ccc(C)cc2)CC1	0.93	2
COc1ccccc1N1CCN(C(=O)CN(c2ccc(Br)cc2)S(=O)(=O)c2ccccc2)CC1	1	11
COc1ccc(/C=N\N=C(\N)c2nonc2N)c(OC)c1	0.95	14
CC(=O)NC(c1ccc(N(C)C)cc1)c1ccc2cccnc2c1O (centres undefined)	1	7
COCCNC(=S)Nc1ccc(F)cc1	1.2	4
COc1ccc(Cl)cc1N(CC(=O)NCCSc1ccc(C)cc1)S(=O)(=O)c1ccccc1	0.99	17
CC(C)(C)c1ccc(C(=O)Nc2ccc(N)cc2)cc1	0.98	1
COc1ccccc1NC(=O)c1c(N)sc2c1CCCC2	0.95	12
CC12c3ccccc3C(C)(c3ccccc31)C1C(=O)N(c3cccc(C(=O)O)c3)C(=O)C12 (centres undefined)	0.92	7
O=C(Nc1ccc2c(c1)C(=O)N(c1ccccc1)C2=O)c1ccc2c(c1)C(=O)N(c1ccccc1)C2=O	1	-7
O=C(CSc1nc2ccc([N+](=O)[O-])cc2[nH]1)c1ccc(Br)cc1	0.61*	24
CC1(C)CC(=O)C=C(NNC(=O)c2ccc(O)cc2)C1	1	1
CCOC(=O)c1ccc(N=Cc2ccc(Br)s2)cc1	0.97	5
Cc1cc(CN2CCOCC2)c(O)c(C)n1	0.99	0
O=C1C2C(c3ccccc3)OC3(C(=O)c4ccccc4C3=O)C2C(=O)N1c1ccc([N+](=O)[O-])cc1 (centres undefined)	0.99	8
CCOC(=O)c1c(C)oc2ccc(NS(=O)(=O)c3ccc4ccccc4c3)cc12	1	-12
Cc1cc(/C=C2\C(=O)NC(=S)N(c3ccc(Cl)cc3)C2=O)c(C)n1-c1cccnc1	1	2
NC(N)=NS(=O)(=O)c1ccc(NC(=S)NC(=O)c2ccc(F)cc2)cc1	1	10
Cc1ccc2oc(-c3cc(NC(=O)Cc4ccccc4)ccc3O)nc2c1	1.1	-11
O=C(COc1ccc2ccc(=O)oc2c1)OCc1ccccc1	1.1	11
S=C(c1ccc(OCc2ccccc2)cc1)N1CCN(c2cccc(Cl)c2)CC1	1.1	8
CC1(C)CC(=O)C=C(Nc2ccccc2C#N)C1	0.97	-5
CC(=O)Oc1ccc(C(=O)Nc2ccccc2C(=O)NCC(C)C)cc1	0.93	16
Cc1nnc(Nc2ccc(C(=O)Nc3c(Cl)cccc3Cl)cc2)c2ccccc12	1.1	2
Cc1cc2nc(-c3cccc(NC(=S)NC(=O)c4ccco4)c3)oc2cc1C	1.1	16
Cc1ccc(C)c(S(=O)(=O)Nc2cc(Br)c(O)c3ccccc23)c1	0.93	6
O=S(=O)(Nc1ccc(F)cc1)c1ccc2c(c1)Cc1cc(S(=O)(=O)Nc3ccc(F)cc3)ccc1-2	0.97	4
Cc1nc(Nc2nc3ccccc3o2)nc(C)c1C	1.1	6

Brought forward from above: 2 compounds, then new ones.
SMILES	Cy5 interf NS3h	NS3h inh CB
O=S(=O)(Nc1ccc(F)cc1)c1ccc2c(c1)Cc1cc(S(=O)(=O)Nc3ccc(F)cc3)ccc1-2	0.97	4
Cc1nc(Nc2nc3ccccc3o2)nc(C)c1C	1.1	6
Oc1ccc(Nc2nc(-c3cccs3)cs2)cc1	0.91	11
O=C(NCCOCc1ccccc1)c1ccc(Cl)cc1Cl	1	14
COC(=NS(=O)(=O)c1ccc(Cl)cc1)c1ccccc1	1	4
CC1(C)CC(NC(=O)c2ccccc2Br)CC(C)(C)N1	1	7
O=C(Nc1ccc(OC(F)(F)F)cc1)c1nn2c(c1Br)NC(c1cccs1)CC2C(F)(F)F (centres undefined)	1	3
CCOc1ccc(N(CC(=O)Nc2ccccc2CC)S(=O)(=O)c2ccc(SC)cc2)cc1	0.94	14
Cc1ccc(N2C(=O)CC(NCCc3ccccc3)C2=O)cc1 (centres undefined)	0.98	12
CC1CC(Nc2ccccc2)c2ccccc2N1C(=O)c1cccc2ccccc12 (centres undefined)	1	-4
Cc1c(C#N)c2ncnc(-c3ccccc3)c2n1-c1ccccc1	1.1	14
CCOC(=O)c1cccc(NC(=O)/C=C/c2ccccc2Cl)c1	1	12
Cc1cc(C)n2nc(-c3ccc(Cl)cc3)cc2n1	0.99	7
O=C1CCCC2=C1C(c1ccc3c(c1)OCO3)Nc1ccc3ccccc3c12 (centres undefined)	0.72*	21
Cc1cc(C=C2C(=O)NC(=S)NC2=O)c(C)n1-c1cccnc1	1.1	3
CC(C)(C)c1ccc(C2C(=C(O)c3ccc(F)cc3)C(=O)C(=O)N2c2nncs2)cc1 (centres undefined)	0.98	7
O=C(Nc1ccccc1)Nc1nnc(Cc2ccc([N+](=O)[O-])cc2)s1	1	5
CCOC(=O)c1c(NC(=O)/C=C/c2ccco2)sc2c1CCCC2	1.1	-1
Cc1cc(=O)oc2cc3c(cc12)OCCN3	1	-2
O=C1CCCC2=C1C(c1ccc(Cl)cc1Cl)Nc1ccc(C(=O)c3ccccc3)cc1N2 (centres undefined)	1	-16
Cc1nc2ccccc2n1-c1ccccc1	1	4
O=C(c1cccc([N+](=O)[O-])c1)N1N=C(c2ccccc2)CC1(O)C(F)(F)F (centres undefined)	0.88	10
O=C(Nc1cc(Sc2ccccc2)cc([N+](=O)[O-])c1)c1ccc(F)c(F)c1	1.1	-16
Cc1[nH]c2ccccc2c1/C=N\NC(=O)c1cccc([N+](=O)[O-])c1	0.63*	-2
CC(C)NC(=O)c1ccc(Cl)c(Cl)c1	0.96	-10
C=CCc1ccccc1OCCOc1c(Br)cc(/C=N\n2cnnc2)cc1OC	0.96	7
COc1cccc(/C=C2/C=C(c3ccc(Br)cc3)OC2=O)c1OC(C)=O	1	15
CC(C)C(=O)NC(c1ccccc1)c1ccc2cccnc2c1O (centres undefined)	1	6
O=C(O)c1cnn2c1NC(c1cccs1)CC2C(F)(F)F (centres undefined)	1.1	5
CCc1ccccc1NC(=O)C(=O)NCCCOC	1.1	-3
O=C(c1ccccc1)N1CC(=O)N2CCc3ccccc3C2C1 (centres undefined)	0.98	-3
COC(=O)C(C)N(C(=O)c1ccc(C(=O)c2ccccc2)cc1)c1c(C)cccc1C (centres undefined)	1	10
Cc1ccc(S(=O)(=O)N(C)CCCC(=O)Nc2ccccc2C)cc1	1	5
Cc1cc(/C=C2/SC(=S)NC2=O)c(C)n1-c1ccc([N+](=O)[O-])cc1	1	-5
CC1=C(C(=O)Nc2cccc(Cl)c2C)C(c2ccc([N+](=O)[O-])cc2)NC(=S)N1 (centres undefined)	0.98	9
O=C(CCNS(=O)(=O)c1ccccc1[N+](=O)[O-])Nc1ccc(Br)cc1	0.91	10
COCCN1C(=O)c2ccc3c4c(ccc(c24)C1=O)CC3	0.96	9
CC(C)CNC(=O)c1cccc(NC(=O)c2ccc(F)cc2)c1	1	20
O=C(COc1cccc2ccccc12)NCC1CCCO1 (centres undefined)	0.77*	10
COc1ccc(N(CC(=O)NCCc2ccccc2)S(C)(=O)=O)c(OC)c1	1.1	7
CCOC(=O)C1(C(=O)O)NC(=O)CC1c1ccccc1 (centres undefined)	1.1	-4
C=CCN1C(=O)/C(=C\c2cccc(OCC(=O)O)c2)C(=O)NC1=S	0.99	32
CCOC(=O)C1(C(=O)OCC)C(C(=O)OCC)(C(=O)OCC)C1(C(=O)OCC)C(=O)OCC	0.87	2
COc1ccc(/C=C(\NC(=O)c2ccc([N+](=O)[O-])cc2)C(=O)NCCCN2CCOCC2)cc1	0.92	6
Cc1ccc2nsnc2c1NC(=O)COc1ccc(Cl)cc1Cl	0.97	12
COc1ccc(S(=O)(=O)n2cnc(C)c2)cc1OC	1	0
N/C(=N/OC(=O)COc1ccccc1)c1cccnc1	1	9
CCn1ccnc1C(O)c1ccc(N(C)C)cc1 (centres undefined)	0.98	-6
COc1ccc(/C=C2/SC(=S)N(C(C)C)C2=O)cc1OC	0.96	-3
CN1C(=O)C(=Cc2ccccc2OCc2ccc([N+](=O)[O-])cc2)C(=O)N(C)C1=O	0.58*	33
CCC(C(C)=O)C(=O)Nc1ccccc1 (centres undefined)	0.97	-2
C=CCOc1ccc(/C=C2\SC(=S)N(Cc3ccccc3)C2=O)cc1OC	1	4
O=C1CCCc2oc3ccc(NS(=O)(=O)c4ccc(F)cc4)cc3c21	1.1	-3
O=[N+]([O-])c1ccc(N2CCN(CCO)CC2)cc1NCCc1ccccc1	0.96	8
COc1ccccc1N=C(C)C1=C(O)CSC1=O	1	13
CCC1=NN2C(=N)/C(=C/c3ccc(-c4ccc(Cl)cc4)o3)C(=O)N=C2S1	1	3
COc1ccc(C2C(=C(O)c3ccc(F)cc3)C(=O)C(=O)N2c2nncs2)cc1 (centres undefined)	0.99	6
COCCCNC(=O)C(=O)NC(C)C	1	-3
CC1=C(C(=O)OC(C)C)C(c2coc3ccc(Cl)cc3c2=O)C2=C(CCCC2=O)N1 (centres undefined)	1	-3
O=C(Nc1nccs1)c1cccc(NC(=O)c2cccs2)c1	0.71*	32
COCC(=O)Nc1nc2ccccc2s1	0.67*	-2
CNS(=O)(=O)c1cc(S(=O)(=O)NC)c2cccc3c2c1NC3=O	1	8

Later entries
SMILES	Cy5 interf NS3h	NS3h inh CB
COc1ccc(C2=C(NCCc3ccc(S(N)(=O)=O)cc3)c3ccccc3C2=O)cc1	1	25
O=C(C(=Cc1ccc(-c2ccc(Br)cc2)o1)C(=O)c1ccccc1)c1ccccc1	0.97	23
C=CCN1C(=O)/C(=C/c2c(NC)nc3ccccn3c2=O)SC1=S	0.9	14
COc1ccccc1-c1c(C(F)(F)F)oc2c(CN3CCCC3)c(O)ccc2c1=O	1.1	1
COc1ccc(N(CC(=O)Nc2cccc3ccccc23)S(C)(=O)=O)c(OC)c1	1	12
O=c1c(Cl)c(Cl)cnn1Cc1ccccc1Cl	1.1	5
COc1ccccc1NC(=O)c1c(N)sc2c1CCC2	1	5
O=C(Nc1ccccc1)C1C(c2ccccc2)=C1c1ccccc1	1	10
COc1ccc(N(CC(N)=O)S(=O)(=O)c2ccc(C)cc2)cc1	1.1	5
CCOC(=O)c1c(C)oc2ccc(NS(=O)(=O)c3cc(C)ccc3C)cc12	0.94	14
CCCCOc1cccc(C(=O)N2CCN(c3ccc([N+](=O)[O-])cc3)CC2)c1	0.92	10
O=C(Cc1ccccc1[N+](=O)[O-])NCC1CCCO1 (centres undefined)	1.1	0
C=CCN1C(=O)/C(=C\c2ccc(C=O)cc2)SC1=S	1.1	10
CCOc1ccccc1NC(=O)COc1c(C)cc(C)cc1C	0.93	12
Cc1cc2ncn(C(=O)c3ccc([N+](=O)[O-])cc3)c2cc1C	0.94	7
CCCCn1c(NC(=O)c2ccc(Cl)cc2)nc2ccccc21	1.1	-2
Cc1ccc(C(=O)N/C(=C/c2ccc(-c3ccccc3[N+](=O)[O-])o2)C(=O)NCc2ccco2)cc1	0.94	9
CC(O)c1cccc(NC(=O)c2nn3c(c2Cl)NC(c2ccco2)CC3C(F)(F)F)c1 (centres undefined)	0.94	11
C=CCn1c(SCC(=O)O)nnc1-c1ccc(OC)cc1	1	-4
Cc1cc(C)c2nc(Nc3nc4ccccc4c(=O)[nH]3)nc(C)c2c1	0.96	-6
CCCC(C)NC(=O)c1ccc(OC)c([N+](=O)[O-])c1 (centres undefined)	1	-3
COc1ccc(N2C(=O)c3ccc(C(=O)Nc4ccccc4I)cc3C2=O)cc1	1	8
CSc1ccc(S(=O)(=O)N(CC(=O)Nc2ccc(C)cc2C)c2ccc(C)cc2)cc1	1	8
CCCCOC(C)n1cc(C)c(=O)[nH]c1=O (centres undefined)	1	17
Cc1cccc(NC(=O)c2ccccc2NC(=O)c2cccs2)c1C	1	2
Cn1c2c(c(=O)[nH]c1=O)C(c1cccc(Cl)c1Cl)C1=C(N2)c2ccccc2C1=O (centres undefined)	0.97	-7
COc1cc2c(cc1OC)C1(CCOCC1)CN(C)C2	1.1	5

Among those listed so far, 13 have fluorine.
SMILES	Cy5 interf NS3h	NS3h inh CB
COCCNC(=S)Nc1ccc(F)cc1	1.2	4
NC(N)=NS(=O)(=O)c1ccc(NC(=S)NC(=O)c2ccc(F)cc2)cc1	1	10
O=S(=O)(Nc1ccc(F)cc1)c1ccc2c(c1)Cc1cc(S(=O)(=O)Nc3ccc(F)cc3)ccc1-2	0.97	4
O=C(Nc1ccc(OC(F)(F)F)cc1)c1nn2c(c1Br)NC(c1cccs1)CC2C(F)(F)F (centres undefined)	1	3
CC(C)(C)c1ccc(C2C(=C(O)c3ccc(F)cc3)C(=O)C(=O)N2c2nncs2)cc1 (centres undefined)	0.98	7
O=C(c1cccc([N+](=O)[O-])c1)N1N=C(c2ccccc2)CC1(O)C(F)(F)F (centres undefined)	0.88	10
O=C(Nc1cc(Sc2ccccc2)cc([N+](=O)[O-])c1)c1ccc(F)c(F)c1	1.1	-16
O=C(O)c1cnn2c1NC(c1cccs1)CC2C(F)(F)F (centres undefined)	1.1	5
CC(C)CNC(=O)c1cccc(NC(=O)c2ccc(F)cc2)c1	1	20
O=C1CCCc2oc3ccc(NS(=O)(=O)c4ccc(F)cc4)cc3c21	1.1	-3
COc1ccc(C2C(=C(O)c3ccc(F)cc3)C(=O)C(=O)N2c2nncs2)cc1 (centres undefined)	0.99	6
COc1ccccc1-c1c(C(F)(F)F)oc2c(CN3CCCC3)c(O)ccc2c1=O	1.1	1
CC(O)c1cccc(NC(=O)c2nn3c(c2Cl)NC(c2ccco2)CC3C(F)(F)F)c1 (centres undefined)	0.94	11
